High-throughput results from PubChem.
tuberculosis growth = growth inhibition of non-replicating M. tuberculosis (AID 488890) | Mycobacterium tuberculosis non-replicating, growth inhibition; higher % means a stronger effect | inhibition, % at 25 µM; hits with a dose series show IC50 in µM | 0.39% of 320,000 active; in the data active = a potency from the dose series; inconclusive = inhibition mostly from about 82% at the one dose, without a potency; inactive = the rest, 99 in 100 with inhibition below about 76%;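 note: plate controls were DMSO cells for no effect and high antibiotic wells for full effect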
VEEV TC-83 Vero = inhibitors of VEEV TC-83 cytopathic effect, confirmation, Vero cells (AID 588727); inhibition, % at 20 µM, or IC50 in µM where a hit was titrated; Vero cells, VEEV TC-83 cytopathic effect inhibition; higher % means a stronger effect; 0.13% of 350,000 active; in the data active = a potency from the dose series; inconclusive = inhibition mostly from about 14% at the one dose, without a potency; inactive = the rest, 99 in 100 with inhibition below about 12%; note: strong numbers were not always called active
H37Rv inhibition = M. tuberculosis growth inhibition, HTS (AID 449762). 0.59% of 330,000 active. M. tuberculosis H37Rv growth inhibition, 7H9 media; higher % means a stronger effect. inhibition, % at 25 µM, or IC50 in µM where a hit was titrated; in the data active = a potency from the dose series; inconclusive = inhibition above about 70% without an active follow-up result;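 note: bacterial growth assessed after seven days of incubation; strong numbers were not always called active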
Salmonella PhoP GFP = Inhibition of PhoP regulon, Salmonella typhi GFP reporter cells, confirmation, 4 h (AID 1850) | Salmonella Typhi PhoP-promoter GFP reporter, fluorescence, 4 h; higher % means a stronger effect | 0.33% of 310,000 active | inhibition, % at 50 µM, or IC50 in µM where a hit was titrated; in the data active = a potency from the dose series; inconclusive = inhibition mostly from about 25% at the one dose, without a potency; inactive = the rest, 99 in 100 with inhibition below about 19%;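 note: 0% = induced wells with vehicle and 100% = uninduced wells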
H1N1 NS1A inhibition = H1N1 influenza NS1A inhibitors, functional cell based assay (AID 504329) | one-dose inhibition, % at 12.5 µM; IC50 in µM for titrated hits | 0.3% of 340,000 active | NS1A functional cell-based assay, percent inhibition; higher % means a stronger effect; in the data active = a potency from the dose series; inconclusive = inhibition above about 27% without an active follow-up result; note: strong numbers were not always called active
VEEV TC-83 Vero 10K pilot screen = also measured in VEEV TC-83 Vero; calls as there; inhibition, %; measured here: 10K pilot screen inhibition
* marks the source's active call; other numbers are inactive results; i = inactive; ? = inconclusive; nt = no result given.

SMILES | tuberculosis growth | VEEV TC-83 Vero | H37Rv inhibition | Salmonella PhoP GFP | H1N1 NS1A inhibition | others
CCOC(=O)c1cc(NC(=O)C2C3C=CC(O3)C2C(=O)O)cc(C(=O)OCC)c1 (stereo not given) | -2.6% | 0.6% | -0.6% | -8.5% | -4.2%
O=C(N=C1c2ccccc2CN1c1ccc(F)cc1)c1ccc(Cl)nc1 | 6.0% | i | -3.7% | -2.2% | -5.6%
CC1CN(C(=O)CCNS(=O)(=O)c2ccc(Br)cc2)CC(C)O1 (stereo not given) | -7.6% | i | 1.0% | 2.9% | -1.9%
[S-]C(=Nc1ccc(Cl)cc1)N[n+]1ccccc1 | 63.5% | 0.1% | -4.8% | -4.5% | -4.0%
CC(C)C[C@H](NC(=O)c1nc[nH]c1C(=O)N1CCc2ccccc2C1)C(=O)OCc1ccccc1 | 79.6% | 1.6% | 40.7% | -2.2% | 1.9%
C[C@H](NC(=O)[C@@H]1CSC2c3ccccc3C(=O)N21)C(=O)NC1CCCC1 (stereo not given in full) | nt | 2.2% | 11.8% | 1.0% | -4.9%
Cc1ccc2c(c1)N(CC(=O)N1CCCCCC1)C(=O)c1cccnc1O2 | 8.9% | 3.9% | 2.8% | -8.2% | 8.4%
CC1(C)CC(=O)C2=C(C1)OC1OC(=O)CC21C (stereo not given) | -4.5% | 0.3% | 2.5% | -12.1% | -13.5%
Cc1cc2cc(CNC(=O)c3cccs3)ccc2[nH]1 | 61.6% | 2.8% | 5.7% | -7.3% | 6.4%
COCCNC(=S)Nc1ccccc1Cc1ccccc1 | 29.9% | 1.3% | -4.3% | 5.4% | 3.3%
Cc1cc(N/N=C/c2cccc(Cl)c2)nc(NCc2ccccc2)n1 | 52.3% | 10.1% | ? | -3.0% | -6.1%
COc1ccc([C@@H]2C[C@H]3CN(c4ccccc4)C(=O)[C@]34CCCN24)c(OC)c1OC | 40.0% | 0.1% | -17.2% | 6.4% | 11.3%
COc1cccc(-c2cc(C(=O)O)no2)c1 | -2.6% | 1.2% | -0.4% | 5.5% | -4.0%
O=C(CSc1nnc(-c2ccco2)n1Cc1ccccc1)NC(=O)NCc1ccco1 | 20.1% | 0.5% | 3.8% | -7.2% | 2.6%
CC(NC=C1C(=O)OC(C)(C)OC1=O)C(=O)O (stereo not given) | -13.3% | 1.6% | 11.7% | -4.6% | -10.3%
C=C1C(=O)[C@@]23[C@H](O)C[C@@H]4C(C)(C)CC[C@H](O)[C@]4(C)[C@@H]2C[C@H](O)[C@@H]1[C@H]3O | ? | 13.5% | 62.1% | 2.8% | 3.5%
O=C(Nc1nnc(C2CC2)s1)c1n[nH]c(=O)c2ccccc12 | 22.5% | 1.0% | 3.3% | 2.7% | 2.3%
CC(=O)Nc1ccc(S(=O)(=O)NCCC(=O)NC(C)c2cccs2)cc1 (stereo not given) | 10.6% | 2.5% | -3.7% | nt | -2.1%
Cc1cc(C(=O)C[N+]23CCN(CC2)CC3)c(C)n1-c1ccc(Br)cc1 | 14.5% | 0.6% | -0.9% | -8.2% | 6.6%
Cc1c(C(=O)Nc2c(F)cc(F)cc2Br)sc2ncn(CC(=O)N3CCCC3)c(=O)c12 | 1.2% | 1.2% | -8.0% | 1.0% | 7.3%
CCN(CC(=O)NCc1cccs1)C(=O)c1ccc(S(=O)(=O)N(C)c2ccccc2)cc1 | 23.0% | 1.1% | 2.6% | nt | 4.5%
COc1ccc(OC)c(N(/C(N)=N/c2nc(C)cc(C)n2)S(=O)(=O)c2ccc(NC(C)=O)cc2)c1 | -10.2% | 0.1% | 11.5% | -22.0% | 3.8%
COC(=O)CCCC(=O)N1CCCC(C(=O)c2ccccc2SC)C1 (stereo not given) | 7.5% | i | 4.4% | -1.1% | -8.6%
O=C(c1ccc(-n2cccn2)cc1)N1CCN(c2ncccc2C(F)(F)F)CC1 | 29.7% | 7.1% | 57.5% | -6.0% | -3.9%
CC(=O)Nc1ccc(NC(=O)c2c(C)noc2C)cc1 | -17.6% | 3.0% | -1.2% | -4.4% | -0.9%
COc1ccc(CNC(=O)CN(c2ccc(C)cc2)S(=O)(=O)c2c(C)nn(C)c2C)cc1 | 3.7% | 1.2% | 5.3% | 5.7% | -3.7%
Cc1ccc(OCC(=O)N2CCN(S(=O)(=O)c3ccc4c(c3)OCCO4)CC2)c(C)c1 | 14.4% | 3.6% | -2.9% | nt | -4.4%
CCOC(=O)CC1(c2ccccc2)CCOC(C)(C)C1 (stereo not given) | -14.6% | 5.3% | 1.6% | 1.4% | 9.8%
CCOC(=O)C(C)Oc1cccc2c(=O)n(CC(=O)Nc3ccc4c(c3)OCCO4)ccc12 (stereo not given) | 16.1% | 3.7% | 2.9% | -2.2% | -2.6%
O=C(CSCc1ccccc1Cl)N1CCN(c2ccccn2)CC1 | 0.4% | 0.4% | -10.2% | 12.0% | 0.4%

Random excerpt: 2 records from the list
SMILES | tuberculosis growth | VEEV TC-83 Vero | H37Rv inhibition | Salmonella PhoP GFP | H1N1 NS1A inhibition | others
O=C(Nc1nnc(C2CC2)s1)c1n[nH]c(=O)c2ccccc12 | 22.5% | 1.0% | 3.3% | 2.7% | 2.3%
CCN(CC(=O)NCc1cccs1)C(=O)c1ccc(S(=O)(=O)N(C)c2ccccc2)cc1 | 23.0% | 1.1% | 2.6% | nt | 4.5%

Next results follow.
SMILES | tuberculosis growth | VEEV TC-83 Vero | H37Rv inhibition | Salmonella PhoP GFP | H1N1 NS1A inhibition | others
CCOC(=O)Cn1nc(C)n(-c2ccc(F)cc2)c1=O | -6.6% | i | 8.0% | -23.2% | 2.0%
CC(=NNc1ccc([N+](=O)[O-])cn1)c1ccccc1 | nt | 2.5% | nt | nt | 4.2%
CC(C)[C@@H](CO)N(C)S(=O)(=O)c1ccccc1Br | nt | 1.2% | nt | nt | 1.1%
Cc1noc(-c2ccccc2)c1NC(=O)Nc1ccccc1 | 2.9% | i | -5.3% | 2.0% | -0.1%
COc1ccc(C2c3[nH]c4ccccc4c3CCN2CCCn2cccn2)c(F)c1 (stereo not given) | 40.7% | 2.6% | -7.5% | -0.5% | -2.0%
CCc1ccc2[nH]c(C(=O)Nc3ccc(F)cc3Br)cc2c1 | -17.3% | 0.4% | -0.9% | -1.9% | -0.1%
COc1cc(OC)c(OC)cc1/C=C1\CCC/C(=C\c2cc(OC)c(OC)cc2OC)C1=O | nt | 11.7% | nt | nt | 21.0%
Cc1ccc(/C=N/NC(=O)C2COc3ccccc3O2)s1 (stereo not given) | 0.7µM* | 8.2% | ? | 4.4% | -13.6%
O=C(CN1C(=O)c2ccccc2C1=O)Nc1ccccc1C(=O)NC1CCCCCC1 | 2.6% | 0.6% | -4.5% | 1.1% | -7.0%
COc1ccc(C(CNC(=O)Cc2ccccc2)N2CCCCC2)cc1 (stereo not given) | -5.0% | 0.6% | -15.4% | 8.7% | 0.1%
COc1ccc(-n2nc3c(N4CCC(C(=O)NC5CCCCC5)CC4)nnc(C)c3c2C)cc1 | 62.2% | i | 3.2% | -3.5% | 10.1%
Cc1nn(Cc2ccc(F)cc2)c(C)c1NC(=O)c1cnn2cccnc12 | -4.4% | 0.2% | 1.2% | 1.4% | 3.7% | VEEV TC-83 Vero 10K pilot screen=0.5
COC(=O)C1=C(c2ccc(OC)c(OC)c2)C[C@@H]2CC[C@H]1N2C(=O)NC(C)C | -23.4% | i | -13.2% | nt | -0.9%
O=C(CCc1c[nH]c2ccccc12)N=Nc1c(O)[nH]c2ccccc12 | -12.0% | 7.7% | 3.0% | -3.6% | 4.8%
CCOC(=O)c1cnc2ccc(OC)cc2c1NCCN1CCOCC1 | 19.7% | 2.3% | 5.6% | -3.6% | -11.4%

By substructure: the compounds so far with a thiophene ring, fused or not.
SMILES | tuberculosis growth | VEEV TC-83 Vero | H37Rv inhibition | Salmonella PhoP GFP | H1N1 NS1A inhibition | others
Cc1cc2cc(CNC(=O)c3cccs3)ccc2[nH]1 | 61.6% | 2.8% | 5.7% | -7.3% | 6.4%
CC(=O)Nc1ccc(S(=O)(=O)NCCC(=O)NC(C)c2cccs2)cc1 (stereo not given) | 10.6% | 2.5% | -3.7% | nt | -2.1%
Cc1c(C(=O)Nc2c(F)cc(F)cc2Br)sc2ncn(CC(=O)N3CCCC3)c(=O)c12 | 1.2% | 1.2% | -8.0% | 1.0% | 7.3%
CCN(CC(=O)NCc1cccs1)C(=O)c1ccc(S(=O)(=O)N(C)c2ccccc2)cc1 | 23.0% | 1.1% | 2.6% | nt | 4.5%
Cc1ccc(/C=N/NC(=O)C2COc3ccccc3O2)s1 (stereo not given) | 0.7µM* | 8.2% | ? | 4.4% | -13.6%

(listing goes on)
SMILES | tuberculosis growth | VEEV TC-83 Vero | H37Rv inhibition | Salmonella PhoP GFP | H1N1 NS1A inhibition | others
CC(=NC1CCCC1)c1c(C)[nH]n(-c2nc3ccccc3s2)c1=O | 28.0% | 9.6% | -1.2% | 1.6% | 2.0%
O=C(Nc1ccccc1N1CCCC1)c1ccc(Cl)c(S(=O)(=O)N2CCOCC2)c1 | -9.4% | 2.4% | 6.2% | -1.9% | 6.1%
COCCCNC(=O)C1CC(=O)N(CCc2ccccc2)C1 (stereo not given) | 2.7% | 0.7% | 2.3% | 8.1% | -2.1%
Cc1cccc(S(=O)(=O)NCCC(=O)OCC(=O)Nc2ccc(C#N)cc2)c1 | 10.0% | 0.6% | 3.8% | -1.9% | -5.0%
Cc1ccc(NC(=O)c2cc(-c3ccc4c(c3)OCO4)on2)cc1C | 7.6% | 0.8% | 3.4% | 12.5% | 4.3%
COc1ccc(OC(C)C(=O)Nc2cccc(OC)c2)cc1 (stereo not given) | 28.6% | 3.0% | -2.7% | 0.2% | -4.9%
Cn1c(N)c(C(=O)COC(=O)c2cc(C3CC3)nc3ccccc23)c(=O)n(C)c1=O | -10.7% | 11.8% | 3.0% | -30.0% | 1.4%
Cc1ccc2nsnc2c1S(=O)(=O)NCc1ccc2c(c1)OCO2 | 13.1% | i | 3.6% | 31.4% | -8.9%
COC(=O)c1cc(NC(=O)c2ccc(C)cc2)c(=O)oc1C | 6.9% | i | 1.9% | 0.7% | -20.1%
O=C(N/N=C1/CCc2ccccc21)C1CC1 | -10.9% | 0.1% | -9.1% | 3.5% | 9.7%
CCOC(=O)N1CCN(C(=O)c2ccccc2-c2ccccc2)CC1 | -11.3% | i | 2.3% | -11.0% | 3.7%
CCCCC(C)n1[nH]c(=O)c2c(C)cc(C)nc21 (stereo not given) | 21.7% | 2.0% | 10.1% | 0.3% | -2.0%
Cc1cc(-c2ccc3c(c2)COc2c4ccccc4nn2-3)on1 | 2.4% | 1.3% | 3.9% | -4.3% | 6.3%
CCc1ccc(C(C)NC(=S)NCc2ccc(F)cc2)cc1 (stereo not given) | 29.0% | 0.2% | -16.2% | -5.1% | -1.8%
COc1ccc(C(CNC(=O)c2ccc(Br)o2)N2CCN(C)CC2)cc1 (stereo not given) | -13.2% | 1.9% | 2.1% | 5.9% | -3.7%
Cc1c(C(=O)N2CCc3ccccc32)oc2ccccc12 | 64.9% | i | -0.9% | -4.2% | -5.5%
O=C(COC(=O)c1cc(Cl)ccc1[N+](=O)[O-])NC1CC1 | -2.5% | 0.6% | -9.1% | nt | -8.4%
CCN(CC)S(=O)(=O)c1cc(NC(=O)COC(=O)c2ccc(NC(=O)CC#N)cc2)ccc1C | 15.6% | 0.6% | -0.1% | -3.0% | 3.7%
Fc1ccccc1COc1ccc(-c2nnn(Cc3ccccc3F)n2)cc1 | 22.3% | 1.0% | -4.5% | -23.9% | -5.3%
O=C(CCS(=O)(=O)c1ccccc1)Nc1ccccc1F | 12.7% | 0.5% | 1.8% | 7.5% | 2.5%
CCc1nnc(NC(=O)C2Cc3ccccc3CN2S(=O)(=O)CC)s1 (stereo not given) | nt | i | 4.4% | 6.5% | -7.8%
COc1ccccc1NC(=O)/C(=C\c1cccnc1)NC(=O)c1ccc(C)cc1 | 14.0% | 1.0% | 1.4% | -3.8% | -4.2%
CCCc1ccc(-c2cc(C(=O)N/N=C/c3ccc([N+](=O)[O-])o3)c3ccccc3n2)cc1 | 12.5% | i | ? | -0.1% | 3.0%
Cc1ccc(-c2csc3ncnc(SCC(=O)O)c23)cc1 | -3.7% | 0.8% | 5.5% | 4.0% | -0.8%
CCN(c1ccccc1)S(=O)(=O)c1ccc(Cl)c(NC(=O)Nc2ccc(Cl)cc2C#N)c1 | 64.7% | 6.7% | ? | -8.2% | -2.8%
COc1cc(S(=O)(=O)Nc2cccc(C(=O)O)c2)c(OC)cc1Cl | 7.6% | 5.4% | 4.2% | 0.9% | -8.8%
COc1ccc2c(c1)c(CC(=O)Nc1cccc(S(N)(=O)=O)c1)c(C)n2C(=O)c1ccc(Cl)cc1 | 12.9% | 6.4% | 1.9% | -1.0% | 0.0%
COc1cc(Br)c(CN2CCCN(C)CC2)cc1OC | -23.3% | i | -1.9% | -2.7% | -1.9%
